Source: PubChem BioAssay
TDP1 cell noCPT = qHTS for Inhibitors of human tyrosyl-DNA phosphodiesterase 1 (TDP1): qHTS in cells in absence of CPT; DT40 Tdp1-/- hTDP1 cells, no CPT, ATP luminescence, 48 h; Potency, µM (series often up to 46.2 µM), for inactives: at the top dose activity change, negative = growth inhibition, hits mostly inhibitors; 420,000 compounds, 15% hits; note: nearly all actives have a fitted effect of over 55% in size
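Luminescent ATP content (CellTiter-Glo) served as the growth readout. Knockout chicken DT40 cells expressing human TDP1 were exposed to compounds without camptothecin for a minimum 48 hr at 37 °C.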
DT40 TDP1 CPT = qHTS for Inhibitors of human tyrosyl-DNA phosphodiesterase 1 (TDP1): qHTS in cells in presence of CPT | chicken DT40 Tdp1-/-;hTDP1 cells + 20 nM CPT, ATP luminescence, 48 h | AID 686979, 2013 | 420,000 compounds, 12% hits | Potency, µM (doses to about 46.2 µM), for the others: at the top dose activity change, negative = growth inhibition, usual class: inhibitors; note: nearly all actives have a fitted effect of over 55% in size
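Chicken DT40 Tdp1-/- cells stably complemented with human TDP1 were seeded at 400 cells/well in medium containing 20 nM camptothecin, exposed to pin-transferred compounds, and grown at 37 °C for at least 48 hr. Viability was read as ATP luminescence.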
TDP1 inh = qHTS Assay for Inhibitors of Tyrosyl-DNA Phosphodiesterase (TDP1) | recombinant TDP1, AlphaScreen DNA substrate cleavage | Potency, µM (top dose mostly 130 µM), inactives show top-dose activity change, negative = inhibition, hits mostly inhibitors | 350,000 compounds, 0.28% hits; note: nearly all actives have a fitted effect of over 40% in size
Target sequence (Q9NUW8 whole entry, looked up): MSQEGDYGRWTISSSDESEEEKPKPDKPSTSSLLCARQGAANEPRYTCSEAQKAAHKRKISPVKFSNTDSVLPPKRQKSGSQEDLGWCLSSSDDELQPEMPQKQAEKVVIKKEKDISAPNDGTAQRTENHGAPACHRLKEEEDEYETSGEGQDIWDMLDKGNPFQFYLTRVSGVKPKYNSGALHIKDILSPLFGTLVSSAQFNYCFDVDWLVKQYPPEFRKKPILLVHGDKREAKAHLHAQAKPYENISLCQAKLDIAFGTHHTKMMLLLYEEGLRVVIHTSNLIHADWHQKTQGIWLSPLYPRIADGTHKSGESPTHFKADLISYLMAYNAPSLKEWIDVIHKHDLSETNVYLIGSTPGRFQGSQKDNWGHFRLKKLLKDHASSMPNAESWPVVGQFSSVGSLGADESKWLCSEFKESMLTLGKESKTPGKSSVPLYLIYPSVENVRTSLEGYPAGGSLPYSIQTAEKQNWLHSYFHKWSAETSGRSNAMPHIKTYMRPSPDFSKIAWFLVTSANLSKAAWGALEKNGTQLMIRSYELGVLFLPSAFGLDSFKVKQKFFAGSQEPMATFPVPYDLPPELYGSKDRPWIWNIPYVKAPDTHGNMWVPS
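Recombinant E. coli-expressed Tdp1 (1 nM) preincubated with compound 15 min at RT, then 5'-biotin/3'-phosphotyrosine-FITC DNA substrate (15 nM) added for 5 min. AlphaScreen beads (10 ug/ml) added, 10 min RT; tyrosine-FITC cleavage read as signal loss.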
* marks the source's active call; other numbers are inactive results; u = inconclusive; x = not tested or not shown; & = joins results of further samples; [ ] = another dose, or the depositor's remark. Calls come from the whole dose curve; as a rule, active = well fitted curve in the direction sought with a large enough effect; inconclusive = small, poorly fitted or top-dose-only effect, or another doubt; inactive = no such curve, though single readings can be large; an effect the other way counts as inactive or inconclusive. % is set by controls: 0 for no effect and ±100 for the full control effect; potency is the fitted concentration of half-maximal effect.

structure	TDP1 cell noCPT	DT40 TDP1 CPT	TDP1 inh
CC(C)C[C@H]1CN([C@@H](Cc2ccc(O)cc2)CN2CCC[C@@H]2CN2C(=O)C(=O)NC[C@@H]2Cc2ccccc2)C(=O)C(=O)N1CC1CCCCCC1	u	u	x
COCc1nnc(NC(=O)c2ccc3c(c2)OCO3)s1	-4%	3%	5%
CSCCC(N=C(NS(=O)(=O)c1ccc(C)cc1)c1ccccc1)C(=O)O (stereo not given)	17%	-7%	x
CCc1cccc(CC)c1NC(=O)COC(=O)C1(c2ccc(Cl)cc2)CCCC1	u	u	3%
Cc1ccc2c(CN3C(=O)NC(C)(c4ccc5c(c4)OCO5)C3=O)cc(=O)oc2c1 (stereo not given)	u	u	8%
NC(=O)CC(NC(=O)Cc1cccc2ccccc12)c1ccc(NCc2cc(F)ccc2F)c([N+](=O)[O-])c1 (stereo not given)	29µM*	u	5%
NC(=O)c1c(NC(=O)c2ccccc2)sc2c1CCc1ccccc1-2	-29%	-13%	6%
COc1ccc(-c2nc3ccccn3c2/N=C/c2ccc(OC)c(OC)c2)cc1O	-24%	-20%	-1%
COC(=O)C1(C)CC1(c1ccccc1)c1ccccc1 (stereo not given)	u	-30%	x
Cc1c(NC(=O)Nc2ccc(Cl)cc2)c(=O)n(-c2ccccc2)n1C	0%	-6%	0%
CCOC(=O)c1c(-c2ccccc2)csc1NC(=O)CCN1CCOCC1	23µM*	u	6%
COc1cc(NC(=O)N(Cc2ccco2)C2CCN(C(C)=O)CC2)cc(OC)c1OC	-13%	-2%	5%

(continued)
structure	TDP1 cell noCPT	DT40 TDP1 CPT	TDP1 inh
COc1ccc(Cn2nnnc2CN2CCC(c3nc4ccccc4s3)CC2)cc1	u	u	2%
COc1ccc2c(ccc[n+]2CC(=O)c2ccccc2)c1	5%	u	x
COc1ccc(OC)c(-c2cc(C(=O)N/N=C/c3cc(OC)c(OC)cc3OC)c3ccccc3n2)c1	9.2µM*	16µM*	x
C/C(=N\NC(=O)c1ccncc1)c1ccc(N2CCOCC2)cc1	-6%	-19%	0%
N#Cc1ccc(COC(=O)CN2C(=O)NC3(CCCC3)C2=O)cc1	-23%	-15%	1%
O=C1CC(c2ccncc2)c2cc3c(cc2N1)OCO3 (stereo not given)	-12%	-4%	7%
O=C(COC(=O)CNC(=O)c1ccc(Br)o1)Nc1ccccc1OC(F)F	-12%	-3%	2%
Cc1cc(Br)ccc1NC(=O)CN1CCN(c2ccccn2)CC1	-25%	-9%	x
O=C(O)c1cc(OCc2ccccc2)cc(OCc2ccccc2)c1	-24%	17%	x
COc1ccc(-c2noc(-c3ccc(C)cc3Cl)n2)cc1OC	-5%	-11%	0%
CC(Oc1cccc(Cl)c1)C(=O)NCc1ccc(S(N)(=O)=O)cc1 (stereo not given)	26µM*	u	5%
COc1ccc(-c2ccc(C(=O)NCCc3ccccc3)c3occc23)c(C)c1	21µM*	21µM*	x

Continuation.
structure	TDP1 cell noCPT	DT40 TDP1 CPT	TDP1 inh
CN(C)c1ccc(NC(=O)c2ccc3nsnc3c2)cc1	-20%	-12%	3%
CCOC(=O)CNCCC(=O)c1ccc(Br)cc1	6.5µM*	5.8µM*	5%
COc1ccc(CCC(=O)Nc2ccc3c(c2)OCCO3)cc1	-26%	-7%	3%
Cc1ccc([C@@H]2CC(=O)[C@@H]3CN(S(=O)(=O)c4ccc(C)cc4)[C@H](c4ccccc4F)C[C@@H]3N2S(=O)(=O)c2ccc(C)cc2)cc1	-3%	-23%	x
CCOC(=O)c1ccc(S(=O)(=O)NNC(=O)COc2ccc(C)cc2)cc1	-16%	-19%	5%
CN(C)c1ccc(CNc2ncnc3sccc23)cc1	2.1µM*	4.1µM*	11%
CC1=C(C(=O)N2CCCCCC2)CC(CC(=O)NC2CCCC2)C(=O)N1Cc1ccc(F)cc1 (stereo not given)	u	-23%	x
O=C(COC(=O)c1cccc(OC(F)F)c1)Nc1cccc(S(=O)(=O)N2CCCC2)c1	-20%	-19%	1%
C=CCNC(=S)N1CCC2CC1c1c(Cl)cccc12 (stereo not given)	26µM*	u	x
CC(C)(C)c1ccc(S(=O)(=O)N2CCCCC2C(=O)NCc2ccccn2)cc1 (stereo not given)	u	23µM*	2%
O=[N+]([O-])c1cccc2ccc(N3CCOCC3)nc12	-18%	28%	x
CC(C)(C)OC(=O)N1CCCN(C(=O)Nc2cccc(Cl)c2)CC1	u	-9%	4%

The list goes on:
structure	TDP1 cell noCPT	DT40 TDP1 CPT	TDP1 inh
Cc1cc(C)cc(NC(=O)c2ccc(NC(=O)C3C4CC5OC(=O)C3C5C4)cc2)c1 (stereo not given)	22%	11%	0%
NC(Cc1ccc(C(F)(F)F)cc1)c1csc(Nc2ccc(C(=O)NCCCO)cn2)n1 (stereo not given)	16µM*	u	x
Cc1cn(C(C)C)c(=O)n(-c2ccccc2)c1=O	-8%	-15%	x
Cc1ccc(-c2nnc3n2N=C(c2ccccc2Br)CS3)cc1	8.2µM*	12µM*	0%
COC(=O)c1sc(N)c(C(=O)OC)c1COC(=O)CNS(=O)(=O)c1ccc(C)cc1	4%	-22%	2%
CCCCCC(=O)N1C[C@@H](n2cc(C3CC3)nn2)[C@H](O)C[C@@H]1c1ccc(Cl)cc1	21µM*	16µM*	x
O=c1[nH]c(C2CCN(S(=O)(=O)Cc3ccccc3)CC2)nc2c1nnn2Cc1cccc(Cl)c1	18µM*	16µM*	x
Cc1onc(-c2ccccc2)c1-c1n[nH]c(=S)n1-c1ccccc1Cl	3%	-7%	1%
CC(=O)c1ccc(OCC(=O)N(C)C2CCS(=O)(=O)C2)cc1 (stereo not given)	0%	3%	x
CCOC(=O)C1=C(CN2CCN(c3ccccc3F)CC2)NC(=O)NC1c1ccc(OC)cc1 (stereo not given)	u	u	-5%
CCCCCC(O)C=CC1C(O)CC(O)C1CC=CCCCC(=O)O (stereo not given)	7%	3%	x
NC(=S)NCCC[C@H](N)C(=O)O	10%[92.5 µM]	-4%[92.5 µM]	-2%

Remaining list, next part.
Results follow in this order: TDP1 cell noCPT	DT40 TDP1 CPT	TDP1 inh
c1ccc(-c2ccccc2OCCCN2CCOCC2)cc1
→ -28%	-21%	2%
Cc1cc(C)c(NC(=O)COC(=O)/C=C/c2cccc(C(F)(F)F)c2)c(C)c1
→ -5%	0%	1%
COc1cccc(-c2nc(CS(=O)(=O)CC(=O)Nc3ccc(F)cc3F)c(C)o2)c1
→ -23%	u	7%
CCOC(=O)c1c(NC(=O)COc2ccc(C)cc2C(C)(C)C)sc2c1CCC(C)C2 (stereo not given)
→ -22%	5%	2%[12.3 µM]
COc1ccc(C2OC(=O)CC2C(=O)NC(C)C)cc1 (stereo not given)
→ 8%	-3%	9%
NS(=O)(=O)c1ccc(CCNc2ccn3nc(-c4ccc(OCCN5CCOCC5)cc4)cc3n2)cc1
→ 15µM*	18µM*	x
O=C1c2ccccc2C(c2nnnn2-c2ccc3c(c2)OCCO3)N1Cc1cccnc1 (stereo not given)
→ u	-30%	x
CCCCN(CCCC)c1ccc(/C=C2\C=Cc3ccccc32)cc1
→ -24%	-21%	x
CC(=O)N1CC2(NC(=O)c3ccccc3N2)c2ccccc21 (stereo not given)
→ -20%	7%	x
Cc1cc2ccccc2n1CCNC(=O)c1cc(C(F)(F)F)cc(C(F)(F)F)c1
→ u	u	8%
COc1cccc(C2=CC(=O)C[C@H](c3ccc4c(c3)OCO4)C2)c1OC
→ u	1%	2%
CC1CN(S(=O)(=O)c2cccc(C(=O)Nc3ccccc3N3CCCC3)c2)CC(C)O1 (stereo not given)
→ 12µM*	u	-6%
CCn1c(=S)sc2c(=O)n(CC(=O)Nc3cccc(Br)c3)c(C)nc21
→ u	u	3%
N/C(=N/O)C(c1ccccc1)c1ccccc1
→ 5%	-114%	2%
Cc1ccc(OCC(O)CNCc2ccc(F)cc2)cc1 (stereo not given)
→ u	u	x
Cc1nn(C)c(Cl)c1C(=O)NCC(=O)Nc1ccc(C(C)C)cc1
→ -27%	-28%	6%
[S-]c1nnc(-c2ccc(Br)cc2)n1-c1ccccc1.[Zn+2]
→ 4%	8%	x
Cc1cccc2sc(NNC(=O)c3cc(-c4cccs4)nc4ccccc34)nc12
→ 4.1µM*	4.1µM*	4%
CCCCCn1nc(C)c(/C=N/NC(=O)c2ccoc2C)c1C
→ -24%	u	3%[56.1 µM]
CCOC(=O)c1c(NC(=S)N2CCOCC2)sc2c1CCN(C(=O)OCC)C2
→ u	u	1%
COc1ccc2c(c1)-c1nc(NC(=O)c3cccs3)sc1CC2
→ u	u	1%
Nc1nc2c(nc(N3CCOCC3)n2COCCO)c(=O)[nH]1
→ u	u	x
COc1ccc(N2CCN(C(C)C(=O)N3CCCC3)CC2)cc1 (stereo not given)
→ -4%	5%	-10%
Cc1cccc(C)c1N(CC(=O)NCc1ccco1)C(=O)CNS(=O)(=O)c1ccc(F)cc1
→ u	-27%	x
COc1ccc(-c2cc(C(=O)N3CCN(c4ccccc4O)CC3)c3ccccc3n2)cc1OC
→ 18µM*	u	4%
CC1=CC(=C(C#N)c2nc3ccccc3s2)C=C(C)N1CC1CCCO1 (stereo not given)
→ u	u	-5%
CC(C)OCCCNC(=O)CCCn1c(SCC(N)=O)nc2c(sc3ccccc32)c1=O
→ -29%	u	2%
Cc1c(NC(=O)CSc2nnc(-c3cccc(Cl)c3)o2)c(=O)n(-c2ccccc2)n1C
→ 3%	6%	5%
COc1ccc(Cc2nnc(SCC(=O)c3ccc4c(c3)OCO4)o2)cc1
→ u	u	0%
NC(=O)c1ccsc1NC(=O)COC(=O)c1cc(=O)[nH]c2ccccc12
→ -8%	u	x

(more compounds)
Results follow in this order: TDP1 cell noCPT	DT40 TDP1 CPT	TDP1 inh
COC(=O)Cn1c(C)c(/C=C/c2cc[n+](C)cc2)c2ccccc21
→ 16µM*	u	x
COc1ccc(OC)c(NC(=O)CCc2c(C)nc3c(-c4ccccc4)c(C)nn3c2C)c1
→ 21µM*	u	8%
O=C(CN(Cc1ccccc1Cl)C(=O)c1csnn1)NCc1ccccc1
→ -24%	-16%	0%[0.0935 µM]
COc1cccc(CN2CCC(C(=O)NC(c3ccc4c(c3)OCO4)c3ccccn3)CC2)c1 (stereo not given)
→ -23%	2%	x
CC(C)N(CCNC(=O)C1CCC(=O)N1Cc1ccc(F)cc1)Cc1ccccc1 (stereo not given)
→ u	-2%	5%
Cc1oc(-c2ccccc2)nc1Cn1cccc1C1=NC(c2ccccc2)CO1 (stereo not given)
→ 23µM*	u	6%
Cc1ccc2c(n1)sc1c(N)ncnc12
→ u	5%	1%
COc1ccc(NC(=O)c2ccc(-c3ccc(-c4noc(C)n4)cc3C)cc2)cc1N1CCN(C)CC1
→ 2.1µM*	2.6µM*	19%&21%[56.1 µM]
COc1cc(CNCC(C)C)cc(Br)c1OCC(=O)Nc1ccccc1
→ u	u	4%
Cn1cc(C(=O)N2CCN(c3ccccc3)CC2)c(=O)c2cc(S(=O)(=O)N3CCOCC3)ccc21
→ 26%	12%	2%
COc1ccc(OCC(N)=O)cc1
→ 8%	7%	0%
CCc1nnc(NS(=O)(=O)c2ccc(NC(=O)Nc3ccc(OC)cc3)cc2)s1
→ -1%	9%	x
COC(=O)c1ccccc1COn1c(=O)c[n+]([O-])c2ccccc21
→ u	u	5%
Cc1nn(-c2ncc(C(F)(F)F)cc2Cl)c(=O)n1-c1ccccc1Cl
→ -4%	8%	-2%
Cc1ccc(N2C(=O)CC(Sc3ccccc3C(=O)O)C2=O)c([N+](=O)[O-])c1 (stereo not given)
→ u	u	5%
